Bioassay records (PubChem BioAssay)
CHRM1 antagonist: human CHRM1 antagonism | CHO-K1 hM1, Fluo-8 calcium fluorescence, ACh EC80 antagonist | inhibition, % at 3 µM | actives 1.3% (n = 360,000) | AID 588852;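 active = percent inhibition above its own plate's cutoff, namely the mean of that plate's compound wells plus 3 SD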;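 also: peak over basal fluorescence ratio during 140 s after agonist addition; 0% = ACh EC80 plus DMSO and 100% = DMSO alone without agonist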
Target sequence (P11229 whole entry, looked up): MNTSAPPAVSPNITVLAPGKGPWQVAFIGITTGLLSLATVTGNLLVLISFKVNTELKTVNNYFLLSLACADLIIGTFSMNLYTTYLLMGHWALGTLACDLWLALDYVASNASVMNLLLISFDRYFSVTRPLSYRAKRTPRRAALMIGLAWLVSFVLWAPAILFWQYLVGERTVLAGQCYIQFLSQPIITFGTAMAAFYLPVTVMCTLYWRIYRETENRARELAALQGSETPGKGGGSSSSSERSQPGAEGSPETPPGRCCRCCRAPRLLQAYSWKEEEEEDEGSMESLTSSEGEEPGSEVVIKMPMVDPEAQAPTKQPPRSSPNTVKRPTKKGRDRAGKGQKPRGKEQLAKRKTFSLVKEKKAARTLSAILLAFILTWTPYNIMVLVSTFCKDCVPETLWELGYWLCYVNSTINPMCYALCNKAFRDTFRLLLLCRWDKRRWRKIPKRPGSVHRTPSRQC
CHRM1 agonist: agonists of human M1 muscarinic receptor. CHO-K1 hM1, Fluo-8 calcium fluorescence, agonist mode; 0% DMSO, 100% acetylcholine EC100. activation, % at 3 µM. AID 588814. P11229. actives 0.33% (n = 360,000);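 active = activation above the run's mean compound activation plus 3 SD, cut at about 16% in these data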;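 also: peak over basal fluorescence ratio within a 140 s kinetic read after compound addition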
M1 PAM parental: M1 PAM counterscreen hit in parental CHO-K1 cells; ATP EC20, Fluo-8 calcium fluorescence; 0% at ATP EC20, 100% at ATP max; activation, % at 3 µM; actives 0.02% (n = 360,000); AID 602247;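 active = activation above the run cutoff, the mean activation of all test compounds plus 3 SD, cut at about 40% in these data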;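 also: peak over basal fluorescence ratio in a 140 s read after ATP addition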
CHO parental Ca: signal in parental CHO cells, OX1R antagonist counter-screen. parental CHO-K1, ATP-induced calcium, Fluo-8 fluorescence. inhibition, % at 5.6 µM. actives 0.63% (n = 330,000). AID 463079;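 active = inhibition above that plate's mean sample inhibition plus 3 SD, cut at about 26% in these data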;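 also: 0% = ATP-challenged DMSO wells and 100% = DMSO wells without ATP; some compounds past the cut are filed as inactive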
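Test system: untransfected parental CHO cell line; also added: ATP stimulus; dosing: 5.6 µM, single dose; signal: calcium-sensitive Fluo-8 fluorescence; measure: percent inhibition of ATP-evoked calcium rise, normalized to controls; benchmarks: low control ATP plus DMSO, high control DMSO only; replication: one well per compound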
CHO-K1 Ca ag: counter-screen for M1 agonists: effect in parental CHO-K1 cells; Fluo-8 calcium fluorescence; scaled to maximal ATP response, vehicle zero; activation, % at 3 µM; actives 0.48% (n = 360,000); in the data active = activation above about 15%;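 also: untransfected CHO-K1 host cells lacking M1 receptor as counterscreen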
OXTR potentiator: potentiators of human oxytocin receptor | P30559 | CHO-OTR cells, Fluo-8 calcium fluorescence, potentiator mode; 0% = oxytocin EC15, 100% = EC100 | activation, % at 3 µM | actives 0.061% (n = 320,000);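 active = activation above that plate's cutoff, the mean activation of tested compounds plus 3 SD, cut at about 6.6% in these data, passing the limit was not always enough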;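 also: 100% uses oxytocin at 75 nM as the full agonist control; some results filed as inactive read as strong as hits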
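System: human OTR in CHO cells; Also added: sub-maximal oxytocin, roughly EC15; Timing: compound 6 min at room temperature before oxytocin, 100 s read; Technique: Fluo-8 intracellular calcium fluorescence, ex 470-495, em 515-575 nm; Controls: oxytocin EC15 low and EC100 high; Replication: singlicate.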
TAAR1 ag: agonists of human TAAR1 | Q96RJ0 | CHO RD-HGA16 TAAR1, Fluo-8 calcium fluorescence; vehicle wells 0%, saturating PEA agonist 100% | activation, % at 3 µM | actives 0.99% (n = 360,000);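 active = activation above the mean activation of all test compounds in the run plus 3 SD, cut at about 38% in these data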
Target sequence (Q96RJ0 whole entry, looked up): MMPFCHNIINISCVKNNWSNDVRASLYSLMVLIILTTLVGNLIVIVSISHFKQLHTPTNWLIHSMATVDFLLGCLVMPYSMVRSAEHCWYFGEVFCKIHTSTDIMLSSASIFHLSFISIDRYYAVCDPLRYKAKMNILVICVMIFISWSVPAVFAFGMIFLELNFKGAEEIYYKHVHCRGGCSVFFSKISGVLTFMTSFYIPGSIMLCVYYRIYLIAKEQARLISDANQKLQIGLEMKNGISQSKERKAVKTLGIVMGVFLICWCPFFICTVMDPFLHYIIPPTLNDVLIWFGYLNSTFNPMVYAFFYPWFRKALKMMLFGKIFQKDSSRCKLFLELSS
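Benchmarks: low control DMSO, high control PEA (EC100); System: CHO RD-HGA16 cells carrying human TAAR1 plus Gα16; Detection: Fluo-8 fluorescence, 5 s baseline then 140 s kinetic read; Schedule: 17-24 h plating, Fluo-8 75 min 37 °C, 30 min RT; Read-out basis: % activation from peak over basal fluorescence ratio, DMSO-to-PEA scaled.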
TAAR1 antag: antagonists of human TAAR1. actives 1.5% (n = 360,000). inhibition, % at 3 µM. Q96RJ0. CHO RD-HGA16 TAAR1, Fluo-8 calcium fluorescence, antagonist;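 active = inhibition above a per-plate cutoff, the mean inhibition of test compounds on that plate plus 3 SD, cut at about 49% in these data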;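 also: 0% = DMSO plus EC80 beta-PEA response and 100% = DMSO alone without agonist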
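Test system: CHO RD-HGA16 cells bearing hTAAR1 | Reagent: β-PEA, EC80 | Compound dosing: 3 µM, single point | Schedule: Dye loading 75 min at 37 °C, then 30 min room temperature | Signal: Calcium fluorescence with Fluo-8 | Evaluation: Percent inhibition of PEA-evoked calcium signal, max/basal emission ratio | Control set: DMSO-only wells and EC80 β-PEA-stimulated wells | Repeats: Singlicate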
CHO-K1 Ca antag: counter-screen for M1 antagonists: effect in parental CHO-K1 cells. ATP-induced calcium, Fluo-8 fluorescence. inhibition, % at 3 µM. actives 0.6% (n = 360,000);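 active = inhibition above a per-plate cutoff, the plate's mean sample inhibition plus 3 SD, cut at about 24% in these data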;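 also: 0% = DMSO plus EC80 ATP and 100% = DMSO alone without ATP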
Active calls of the source: *; / = not tested or not shown.

SMILES | CHRM1 antagonist | CHRM1 agonist | M1 PAM parental | CHO parental Ca | CHO-K1 Ca ag | OXTR potentiator | TAAR1 ag | TAAR1 antag | CHO-K1 Ca antag
CC(C)(C)Cc1c(-c2cccc(Br)c2)nc2ccc(Cl)cn12 | -26 | -5 | 14 | / | 0.4 | / | 0 | -11 | -23
COc1ccc(S(=O)(=O)N(C)C[C@H]2OCc3cn(nn3)CCCC(=O)N([C@H](C)CO)C[C@@H]2C)cc1 | 9 | 13 | -12 | / | -0.3 | / | 1 | -2 | 23
COCCN(C(=O)Nc1ccccc1)c1ccccc1 | -34 | -2 | 6 | -1 | 2.0 | -6 | 0 | 6 | -2
COc1ccc(C)cc1NC(=O)COC(C)=O | -6 | -2 | 10 | -5 | 0.0 | -3 | 8 | 5 | -4
COc1ccc2c(c1)CCc1c(C(=O)Nc3c(C)nn(Cc4ccccc4)c3C)noc1-2 | -1 | 0 | 8 | 10 | 4.5 | -23 | 7 | 32 | 0
Cc1nc(CN2CCC(c3ccccc3)CC2)cc(=O)[nH]1 | 8 | -9 | 3 | -4 | 0.2 | 5 | 3 | 5 | -6
O=C(CSc1nnc2ncccn12)N1CCCCCC1 | -8 | -4 | 2 | 1 | 0.3 | -1 | 11 | 7 | -16
COc1ccc(-c2cc(CNS(=O)(=O)c3ccc(F)cc3)on2)cc1 | -4 | -3 | -14 | -20 | 0.7 | -6 | 1 | 23 | 11
O=C(NCc1ccco1)c1ccc(COCC(F)(F)C(F)F)cc1 | -14 | -4 | 11 | 3 | -0.3 | -10 | 4 | -5 | -8
CC(CCc1ccccc1)NC(=O)C1CCN(S(=O)(=O)N2CCOCC2)CC1 (configuration not stated) | 0 | -6 | 21 | -5 | 1.7 | 0 | 0 | -6 | -9
Cc1cc(N2CCCC2=O)cc(C)c1S(=O)(=O)Nc1c(C)nn(C)c1C | 14 | -5 | -13 | -7 | 0.1 | -1 | 3 | -3 | 19
O=C(CCC(=O)Nc1ccc(Cl)cc1Cl)NNC(=O)[C@@H]1CCCC[C@@H]1C(=O)O | -6 | -5 | 20 | -17 | 0.8 | -3 | 0 | -14 | -6
CC(=O)NS(=O)(=O)c1ccc(NC(=O)CCc2ccccc2)cc1 | -6 | -5 | 14 | -8 | 0.3 | -7 | 1 | 0 | -7
O=C(N/N=C/c1nn(-c2ccccc2)cc1-c1ccccc1)c1ccncc1 | -5 | -7 | 19 | -22 | 3.0 | -7 | 7 | 37 | 0
Cc1cccc(CSc2ncnc3ccccc23)c1 | -4 | 5 | 0 | -20 | 0.3 | 2 | 9 | -12 | -15
Oc1ccc(N=Nc2ccc3c(c2)OCCO3)c2ncccc12 | 32* | 12 | -3 | 51* | 17* | -4 | 36 | 79* | 22
COc1ccc(/C=C2\SC(=S)N(CCCC(=O)Nc3ccc(O)cc3)C2=O)cc1 | -5 | 1 | 14 | -14 | 6.9 | -15 | 0 | -10 | -14
Cc1ccc2c(c1)N(C(=O)CCC(=O)NCc1cccnc1)CC(C)O2 (configuration not stated) | -8 | -5 | -3 | -8 | -0.2 | -1 | 0 | -11 | -2
COc1ccccc1OCCCOc1ccc(C)cc1Br | -3 | -8 | -9 | -20 | -0.5 | -7 | 7 | 4 | 14
CC(C)(C)C1(C)OC(=O)C(=Cc2ccc(OCC(=O)Nc3ccccc3)cc2)C(=O)O1 (configuration not stated) | -21 | -3 | 18 | 8 | 5.4 | -9 | / | / | -7
Cc1c(NC(=O)c2cccc(NC(=O)COc3ccccc3)c2)c(=O)n(-c2ccccc2)n1C | 7 | -2 | -19 | -8 | 1.2 | -2 | 7 | -7 | 4
Cc1ccccc1C(=O)N1CCC(C(=O)O)CC1 | -6 | -4 | 28 | -7 | 1.2 | 5 | 1 | -10 | -7
CCC(=O)NC(=S)Nc1ccc2oc(-c3ccc(OC)cc3)nc2c1 | -11 | -2 | 13 | 2 | 0.6 | -9 | 7 | -5 | 1
COc1ccc(CCNC(=O)CSc2nc3[nH]c(=O)cc(O)c3s2)cc1 | -12 | -3 | 7 | -7 | 0.2 | -9 | 2 | -7 | -5
COc1cccc(C(=O)Nc2nc3c(s2)CN(C)CC3)c1 | -43 | -4 | 17 | -15 | 0.2 | -7 | 8 | 0 | -7
CC(=O)Nc1sc2c(c1-c1nc3ccccc3s1)CN(C(C)C)CC2 | 14 | -2 | 13 | 1 | 5.9 | 1 | 12 | 13 | -7
CCOC(=O)c1cn(Cc2ccc(Cl)cc2Cl)c2cc(C)nn2c1=O | -9 | 0 | -17 | -24 | -0.1 | 0 | 0 | -38 | 2
COc1ccc(C(C(=O)NC2CCCC2)N(C(=O)c2ccoc2C)c2ccc(C)cc2)cc1 (configuration not stated) | -26 | -7 | 7 | -22 | -0.7 | -3 | -3 | -10 | -23
CC(=O)Nc1ccc(/C=C(\C#N)S(=O)(=O)c2ccc(C)cc2)cc1 | -3 | -2 | -1 | -8 | -0.2 | -5 | 1 | 5 | -9
CCn1c(SCC(=O)NCc2ccc3c(c2)OCO3)nnc1-c1ccco1 | -5 | -1 | -25 | -6 | 0.0 | -2 | 1 | 7 | 2
O=C(Cc1cccc(NC(=O)C2CCCN(C(=O)C3CCC3)C2)c1)Nc1cccc(C(=O)N2CCOCC2)c1 (configuration not stated) | -9 | -2 | 7 | / | 0.7 | / | 1 | -2 | -19
Cc1ccc(NC(=O)CNC(=O)C23CC4CC(CC(C4)C2)C3)nc1 | -20 | -2 | -8 | / | 0.3 | / | 3 | -13 | 3
COc1cccc(C(=O)N(c2ccccc2)C2C=CS(=O)(=O)C2)c1 (configuration not stated) | 2 | 1 | -9 | 0 | -0.3 | 0 | 8 | -3 | 15
CCC(=O)n1nc(-c2ccc(OC)cc2)nc1N | -11 | -4 | 24 | -3 | 1.4 | -2 | 5 | 10 | -8
COCCn1c(=O)c2c(nc3n2CCCN3Cc2ccccc2)n(C)c1=O | -8 | -6 | 10 | -4 | 2.4 | -1 | -1 | 0 | -9
O=C(CSc1nnc(Cc2cccs2)n1-c1ccccc1)NCc1ccc2c(c1)OCO2 | -4 | -3 | -1 | -12 | 0.7 | -4 | 0 | -1 | -8
CC(C)NC(=S)NC(=O)c1ccc(Cl)cc1Cl | -14 | -10 | 17 | -19 | 1.1 | -4 | 6 | -30 | -14
COc1ccccc1CNCC(=O)Nc1cc(S(=O)(=O)N2CCCCCC2)ccc1Cl | 3 | -3 | -8 | -17 | 3.6 | -13 | 1 | 4 | 1
COc1ccc(NC(=O)CSCC(=O)Nc2ccc(S(=O)(=O)N3CCCC3)cc2)cc1 | 4 | -4 | -3 | -15 | 1.1 | -2 | 6 | -31 | -6
CSCC[C@H](NC(=O)N1CCn2c1nc1ccccc12)C(=O)N[C@@H](C(=O)O)c1ccccc1 | 0 | -3 | 12 | -6 | 0.7 | -4 | 2 | 4 | -5

Some of the entries so far, with two lines to a compound:
Value order – CHRM1 antagonist, CHRM1 agonist, M1 PAM parental, CHO parental Ca, CHO-K1 Ca ag, OXTR potentiator, TAAR1 ag, TAAR1 antag, CHO-K1 Ca antag
- CC(=O)Nc1sc2c(c1-c1nc3ccccc3s1)CN(C(C)C)CC2
→ 14, -2, 13, 1, 5.9, 1, 12, 13, -7
- CCOC(=O)c1cn(Cc2ccc(Cl)cc2Cl)c2cc(C)nn2c1=O
→ -9, 0, -17, -24, -0.1, 0, 0, -38, 2
- COc1ccc(C(C(=O)NC2CCCC2)N(C(=O)c2ccoc2C)c2ccc(C)cc2)cc1 (configuration not stated)
→ -26, -7, 7, -22, -0.7, -3, -3, -10, -23
- CC(=O)Nc1ccc(/C=C(\C#N)S(=O)(=O)c2ccc(C)cc2)cc1
→ -3, -2, -1, -8, -0.2, -5, 1, 5, -9
- CCn1c(SCC(=O)NCc2ccc3c(c2)OCO3)nnc1-c1ccco1
→ -5, -1, -25, -6, 0.0, -2, 1, 7, 2
- O=C(Cc1cccc(NC(=O)C2CCCN(C(=O)C3CCC3)C2)c1)Nc1cccc(C(=O)N2CCOCC2)c1 (configuration not stated)
→ -9, -2, 7, /, 0.7, /, 1, -2, -19

The results go on:
SMILES | CHRM1 antagonist | CHRM1 agonist | M1 PAM parental | CHO parental Ca | CHO-K1 Ca ag | OXTR potentiator | TAAR1 ag | TAAR1 antag | CHO-K1 Ca antag
COc1ccc(Cl)cc1-c1nc(-c2ccncc2)no1 | -24 | -2 | 4 | -18 | -0.4 | -6 | 1 | 2 | 0
CC(=O)N1CCN(CC(=O)Nc2ccc3c(c2)CCC3)CC1 | 0 | -4 | 5 | -6 | 0.6 | -3 | 3 | 11 | -7
CC(O)CNCc1ccc(Cl)cc1Cl (configuration not stated) | -2 | -6 | 20 | 3 | 0.1 | -2 | 7 | 25 | -4
CC1CCCN(S(=O)(=O)c2cccc(-c3cn4cccnc4n3)c2)C1 (configuration not stated) | -1 | 6 | 12 | -19 | 0.6 | -5 | -1 | 6 | -2
C/C(=N/NC(=O)NC12CC3CC(CC(C3)C1)C2)c1ccccc1 | -1 | -2 | -10 | -8 | 0.9 | -4 | 9 | -22 | -16
O=C(Cn1cnc2ccccc2c1=O)c1ccc(Cl)cc1 | -9 | -8 | 24 | / | 1.1 | / | 3 | -6 | -9
COc1ccc(CNC(=O)CCC(=O)Nc2ccc(Cl)cc2)cc1 | -8 | -4 | -9 | -9 | 0.2 | -3 | 2 | -13 | 4
O=C(Nc1ccccc1)C1=C[C@H](C2CCCCC2)C[C@H](OCc2ccc(CO)cc2)O1 | 8 | -3 | 7 | -16 | 0.8 | -4 | 12 | 10 | -20
Cc1ccc(NC(=O)Cn2nc(C)c3ccccc3c2=O)c(C)c1 | 0 | -4 | -6 | -15 | 0.1 | -7 | 7 | 2 | 12
COC(=O)c1ccc(C(=O)OC)c(NC(=O)CN(C)Cc2ccccc2)c1 | -2 | -6 | 20 | -12 | 1.1 | -11 | 1 | 24 | -7
CC(=O)c1c(C)[nH]c(C(=O)NNC(=O)COc2cc(C)cc(C)c2)c1C | -11 | -3 | 17 | / | 0.9 | / | 0 | 8 | 1
COc1cc(CN2CCC(n3nccc3NC(=O)C3CCOC3)CC2)ccc1F (configuration not stated) | -18 | -3 | -16 | -7 | -0.1 | 0 | 3 | -7 | 11
CC(C)C(NC(=O)c1ccc2c(c1)OCCO2)c1nc2ccccc2[nH]1 (configuration not stated) | -14 | -3 | 8 | -18 | 0.6 | -8 | 0 | -11 | -11
